Bioassay records from PubChem BioAssay.
Fam108B inh = Fam108B inhibition, counter-screen for RBBP9 inhibitors; recombinant Fam108B, FP-Rh probe fluorescence polarization; 0.33% of 300,000 active; inhibition, % at 9.51 µM; AID 1947;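 active = inhibition above the screen mean inhibition plus 3 SD, computed separately per campaign, cut at about 18% in these data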;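 also: inhibitors lower polarization as less probe binds the enzyme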
CIT2 TOR yeast = alters CIT2-GFP fluorescence in TOR pathway yeast screen; S. cerevisiae CIT2-GFP strain, flow cytometry, 3 h; 100 means same as DMSO wells; GFP response vs DMSO, % at 10 µM; 0.065% of 320,000 active; AID 2029;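 active = GFP response relative to DMSO above a set limit, near the screen mean plus 3 SD, cut at about 150% in these data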;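 also: ratio of well median GFP fluorescence to mean of DMSO wells on the plate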
GLD-1 RNA inh = GLD-1-TGE RNA interaction inhibition (C. elegans). purified GLD-1 + fluorescein TGE RNA, fluorescence polarization. inhibition, % at 5.96 µM. 0.44% of 320,000 active. Q17339;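 active = percent inhibition above a per-plate cutoff, the plate mean of test compounds plus 3 SD, cut at about 30% in these data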;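 also: 0% = DMSO wells with GLD-1 and probe and 100% = wells lacking GLD-1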
VLA-4 inh = inhibition in a human VLA-4 binding assay | P13612 | VLA-4 expressing cells, ligand binding flow cytometry | inhibition, % (about 7 µM as worked out from the volumes in the protocol) | 0.2% of 330,000 active | AID 2557; in the data active = inhibition above about 50%
Target sequence (P13612 whole entry, looked up): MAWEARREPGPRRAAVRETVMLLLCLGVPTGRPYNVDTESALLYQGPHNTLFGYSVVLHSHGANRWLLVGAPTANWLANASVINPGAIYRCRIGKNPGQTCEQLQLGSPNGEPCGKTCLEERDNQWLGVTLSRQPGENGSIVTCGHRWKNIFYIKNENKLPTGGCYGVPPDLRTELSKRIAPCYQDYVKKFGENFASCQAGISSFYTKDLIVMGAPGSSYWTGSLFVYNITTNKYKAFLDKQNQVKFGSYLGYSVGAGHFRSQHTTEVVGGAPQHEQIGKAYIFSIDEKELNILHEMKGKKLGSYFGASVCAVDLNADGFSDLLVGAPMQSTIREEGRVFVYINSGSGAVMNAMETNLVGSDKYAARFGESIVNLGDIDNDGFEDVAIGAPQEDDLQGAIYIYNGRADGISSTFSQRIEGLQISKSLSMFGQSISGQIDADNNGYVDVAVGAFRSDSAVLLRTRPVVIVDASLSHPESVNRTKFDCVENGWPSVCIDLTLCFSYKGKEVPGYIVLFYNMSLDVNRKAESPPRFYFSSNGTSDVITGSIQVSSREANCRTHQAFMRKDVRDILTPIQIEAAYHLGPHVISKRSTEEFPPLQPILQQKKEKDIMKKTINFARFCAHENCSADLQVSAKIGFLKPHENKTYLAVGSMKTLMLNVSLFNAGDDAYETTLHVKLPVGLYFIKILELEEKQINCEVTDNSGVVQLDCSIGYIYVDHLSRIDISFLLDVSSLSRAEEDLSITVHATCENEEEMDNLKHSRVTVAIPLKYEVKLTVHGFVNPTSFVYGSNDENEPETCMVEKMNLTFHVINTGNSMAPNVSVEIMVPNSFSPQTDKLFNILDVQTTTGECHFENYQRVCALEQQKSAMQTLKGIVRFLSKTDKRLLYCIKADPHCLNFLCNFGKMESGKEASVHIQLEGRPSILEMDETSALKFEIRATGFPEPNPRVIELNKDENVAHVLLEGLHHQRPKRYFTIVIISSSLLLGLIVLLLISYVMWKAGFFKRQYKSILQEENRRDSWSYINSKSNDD
BCLXL inh = Bcl-xL (human) inhibition; 0.7% of 320,000 active; AID 2129; GST-Bcl-xL / FITC-Bim BH3 peptide fluorescence polarization; Q07817; inhibition, % at 10.9 µM;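 active = inhibition above the mean of all tested compounds plus 3 SD, cutoff set per campaign, cut at about 30% in these data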;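 also: 0% = DMSO wells and 100% = unlabeled Bim-BH3 peptide competitor; inhibitors lower millipolarization by displacing the labeled peptide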
MCL1 BIM primary = MCL1-BIM-BH3 interaction inhibition (human); GST-MCL1 / FITC-Bim-BH3 fluorescence polarization; inhibition, % at 10.9 µM; 0.68% of 320,000 active; AID 2057;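 active = inhibition above the mean inhibition of all tested compounds plus 3 SD, set per campaign, cut at about 40% in these data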;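 also: 0% = DMSO wells and 100% = unlabeled Bim-BH3 peptide control; higher means more loss of mP so more displacement of Bim peptide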
AGP1-GFP MLPCN = alters AGP1-GFP fluorescence in TOR pathway yeast screen | 0.02% of 320,000 active | AID 2066 | S. cerevisiae AGP1-GFP multiplex flow cytometry, 3 h; GFP as percent of DMSO wells | GFP response vs DMSO, % at 10 µM;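 active = GFP response relative to DMSO above a set limit, near screen average plus 3 SD, cut at about 150% in these data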;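 also: median GFP channel fluorescence of the gated AGP1 strain per well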
MEX-5 binding = C. elegans MEX-5 TCR-2 RNA binding activity | Q9XUB2 | MEX-5/FITC-TCR2 RNA binding, fluorescence polarization; stronger effect = lower value | activity score (negative = inhibition of binding), % at 10 µM | 0.38% of 300,000 active;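 active = inhibition past about -25% in most replicates, and total fluorescence under double the plate's negative control median, limit read from the data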;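 also: 0% = DMSO and -100% = 5 µM competing unlabeled TCR2 RNA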
GRK2 aptamer HTS = blocks RNA aptamer binding to human GRK2; 0.59% of 330,000 active; bead flow cytometry, FAM-aptamer displacement from GRK2; inhibition of aptamer binding, % at 10 µM;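 active = inhibition of aptamer binding above 40%, roughly 3 SD of noise, on plates passing a quality check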;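 also: median bead fluorescence of bound FAM aptamer so fluorescent compounds give negative values; no value below 0 was filed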
The depositor's hits bear a star; . = no result given.

SMILES | Fam108B inh | CIT2 TOR yeast | GLD-1 RNA inh | VLA-4 inh | BCLXL inh | MCL1 BIM primary | AGP1-GFP MLPCN | MEX-5 binding | GRK2 aptamer HTS
CC(=O)c1ccc(NC(=O)C(C)N(C)CC(=O)Nc2cccc(F)c2)cc1 (centres undefined) | -3 | 103 | -1 | 8 | 6 | 4 | 93 | . | 0
CCCOC(=O)c1ccc(NC(=O)C2C3C=CC(O3)C2C(=O)O)cc1 (centres undefined) | -3 | 104 | 4 | 13 | 1 | 2 | 96 | 0.3 | 2
CCOC(=O)C1=C(C)Nc2nc(SC)nn2C1c1ccc(C(=O)OC)cc1 (centres undefined) | 0 | 94 | 9 | -4 | 6 | 1 | 102 | -0.1 | 1
Cc1ccc(NC(=O)c2ccccc2NC(=O)c2cccs2)cc1 | -1 | 100 | 4 | -11 | 0 | 0 | 103 | -0.7 | 2
CCc1ccc(NCc2ccc(OC)c(Cn3ccnc3)c2)cc1 | -3 | 97 | 1 | 1 | 7 | 8 | 96 | -17 | 0
CCCCc1nc2sc3c(c2c(=O)[nH]1)CC(C)(C)OC3 | -1 | 105 | 1 | 10 | 7 | 2 | 119 | -0.8 | 4
N#C/C(=C/c1cc(Br)cs1)C(=O)NCC1CCCO1 (centres undefined) | 2 | 106 | -2 | 12 | 7 | 1 | 97 | -0.4 | 0
COc1ccc(C)cc1NC(=O)c1ccc(OCc2c(C)noc2C)cc1 | . | 110 | -4 | 10 | . | . | 97 | . | 0
Cc1ccc(CN(C)CC(=O)Nc2cccc([N+](=O)[O-])c2)o1 | -3 | 104 | 1 | 31 | 4 | -1 | 100 | 1.5 | 1
O=S(=O)(Nc1cccc(-c2ccc3nncn3n2)c1)c1cccc(F)c1 | -5 | 111 | 9 | -2 | 5 | -2 | 104 | -1.0 | 2
Cc1nn(Cc2ccccc2Cl)c(C)c1NC(=O)c1nc2ncccn2n1 | 0 | 104 | 3 | 9 | 0 | -2 | 107 | -3.2 | 0
O=C(NC1CCCCC1)c1cccnc1C(=O)O | 2 | 104 | -3 | 0 | 8 | 6 | 103 | 0.3 | 0
CC(=O)c1ccc(OCc2cccc(C(F)(F)F)c2)cc1O | -3 | 87 | 1 | 4 | -4 | -1 | 92 | -0.6 | 3
O=C(CCC(=O)N1CCOc2ccc(Cl)cc21)NCCCN1CCN(c2ccccc2F)CC1 | 3 | 110 | 0 | 6 | -4 | -1 | 101 | -2.0 | 0
Cc1ccccc1C(=O)N1CCC(C(=O)NC2CCCCC2)CC1 | -4 | 105 | -5 | 7 | 1 | -6 | 88 | 5.2 | 2
Nc1nc(-c2ccc3c(c2)CCCC3)cs1 | 3 | 102 | 6 | -8 | 4 | 10 | 102 | . | 6
N[C@@H](Cc1ccccc1)C(=O)N1CCC(C(=O)NCC(=O)Nc2ccc(F)cc2)CC1 | 9 | 105 | -1 | -3 | 11 | 9 | 101 | 0.9 | 0
C/C(Cc1ccccc1)=N\NC(=O)CNC(=O)c1ccc(C(C)(C)C)cc1 | 0 | 100 | -7 | -7 | 4 | -1 | 98 | 1.0 | 0
O=C(C/C=N/OCc1c(Cl)cccc1Cl)c1cnc(-c2ccccc2)s1 | -3 | 109 | 12 | -12 | -2 | -10 | 94 | -9.2 | 0
CC(NCc1ccc(OCC(N)=O)cc1)C12CC3CC(CC(C3)C1)C2 (centres undefined) | -3 | 105 | 5 | -2 | 8 | 15 | 106 | 3.1 | 0
COc1ccccc1C(=O)NC(=S)Nc1ccc(N2CCN(C(=O)c3ccco3)CC2)cc1 | 1 | 74 | -4 | 3 | 9 | 11 | 76 | -3.1 | 9
COc1ccc(CCNC(=O)c2ccc(CNS(=O)(=O)c3ccc(C(C)(C)C)cc3)cc2)cc1OC | -4 | 97 | 4 | -3 | 6 | 2 | 100 | 1.4 | 0
O=C(O)CN1C(=O)/C(=C\c2cc(Br)ccc2OCc2ccc(Cl)cc2Cl)SC1=S | -9 | 101 | 0 | -1 | 0 | 27 | 100 | 1.6 | 0
Cc1c(S(=O)(=O)c2ccccn2)c(N)n(Cc2ccccc2)c1C | -6 | 89 | 22 | -60 | 55* | 47* | 99 | -1.8 | 0
COc1ccccc1N1CCN(C(=O)CCCn2c(=O)[nH]c3ccsc3c2=O)CC1 | -2 | 95 | 13 | 24 | 3 | -1 | 106 | -0.9 | 0
COc1ccc(S(=O)(=O)N(CC(=O)N2CCOCC2)c2cc(Cl)ccc2OC)cc1OC | -2 | 102 | -1 | 5 | 3 | 0 | 102 | -1.4 | 0
CCOC(=O)N1CCC(N(CCOC)C(=O)Nc2ccc(C)c(C)c2)CC1 | -2 | 89 | 9 | 6 | 3 | 4 | 90 | 1.9 | 1
O=C(Cn1nc(-c2cccs2)ccc1=O)Nc1ccc(Br)cc1 | 1 | 107 | -5 | -4 | 0 | 4 | 103 | 1.5 | 0
CC(=O)N1c2ccc(S(=O)(=O)NCC3CCC(C(=O)N4CCCCC4)CC3)cc2CC1C (centres undefined) | -2 | 91 | 5 | -9 | 3 | -6 | 102 | -2.1 | 0
O=C1CS/C(=N\N=C\c2ccccc2Cl)N1CC1CC1 | -4 | 89 | 5 | -11 | 5 | -4 | 98 | -1.3 | 2

MCL1 BIM primary: hit marks shown above.
smiles	CIT2 TOR yeast	GLD-1 RNA inh	VLA-4 inh	BCLXL inh	MCL1 BIM primary	AGP1-GFP MLPCN	MEX-5 binding	GRK2 aptamer HTS
Cc1c(S(=O)(=O)c2ccccn2)c(N)n(Cc2ccccc2)c1C	89	22	-60	55*	47*	99	-1.8	0

New compounds follow.
SMILES | Fam108B inh | CIT2 TOR yeast | GLD-1 RNA inh | VLA-4 inh | BCLXL inh | MCL1 BIM primary | AGP1-GFP MLPCN | MEX-5 binding | GRK2 aptamer HTS
CSc1nc2ccc(NC(=O)C3=NN(c4ccccc4)C(=O)CC3)cc2s1 | -1 | 94 | 3 | 16 | -15 | -3 | 95 | -3.5 | 1
O=C(c1cc2ccccc2o1)N(Cc1nnc(-c2ccccc2Cl)o1)C1CC1 | 2 | 92 | 0 | 6 | -1 | -3 | 101 | 1.0 | 0
O=C(NCCC(=O)N1CCN(c2ccccc2F)CC1)c1ccco1 | -4 | 95 | 2 | 2 | 0 | 1 | 112 | 1.1 | 0
CCOc1ccc(/C=N/NC(=O)c2cccc3ccccc23)c(OCC)c1 | . | 88 | . | 9 | . | . | 97 | 2.3 | 2
CCOc1ncccc1C(=O)N1CCN(c2ccc(C(F)(F)F)cn2)CC1 | 3 | 94 | 2 | 12 | 2 | 0 | 92 | 1.4 | 1
CCCCc1nnc(NC(=O)CCSc2ccccc2)s1 | -1 | 102 | 8 | 5 | 0 | -1 | 103 | -4.5 | 0
Cc1cccc(OC(C)C(=O)N(Cc2cccs2)C2CCS(=O)(=O)C2)c1C (centres undefined) | 1 | 95 | -1 | 35 | 2 | 0 | 100 | -2.2 | 0
CCOc1ccc(N(CC(=O)Nc2ccc(Br)cc2)S(C)(=O)=O)cc1 | -4 | 97 | 7 | 17 | 10 | 0 | 98 | -0.3 | 2
Cc1ccc(N(C(=O)c2snc(C(N)=O)c2N)C(C(=O)NC2CCCC2)c2ccc(C)o2)cc1 (centres undefined) | -2 | 98 | 5 | -9 | 9 | 6 | 99 | 2.8 | 3
COc1ccc(C[C@H]2CN3C(=NC[C@@H]3Cc3ccc(O)cc3)N2C[C@H](C)NC(=O)CCC2CCCCC2)cc1 | 3 | 69 | 1 | 24 | 2 | -1 | 76 | 2.7 | 0
CCOC(=O)[C@H]1[C@H]2COc3ccccc3[C@@H]2N2C(=O)CNC(=O)[C@@]12C | . | 108 | 6 | -4 | -1 | -6 | 107 | . | 0
Cc1ccccc1C1NC(=O)Cc2ccccc21 (centres undefined) | 1 | 105 | 0 | 11 | 6 | 2 | 97 | -1.3 | 0
O=C(c1ccco1)N1CCN(C(c2ccc(F)cc2)c2nnnn2CC2CCCO2)CC1 (centres undefined) | -6 | 108 | 8 | 11 | 9 | 4 | 113 | 0.5 | 0
O=C(CCC(=O)N1CCN(S(=O)(=O)c2ccccc2)CC1)c1cccs1 | 1 | 93 | 9 | 5 | 0 | -1 | 100 | 0.4 | 1
Cc1ccc(S(=O)(=O)c2ccc(Cl)cc2)cc1S(N)(=O)=O | -2 | 112 | 3 | 4 | 1 | -5 | 103 | -2.6 | 0
COc1cc(/C=C/C(=O)c2c(O)ccc3c(C)cc(=O)oc23)ccc1O | 6 | 61 | -3 | 16 | 7 | 4 | 88 | 1.3 | 1
CSc1sc(C(=O)NN)c2c1C1(CCC2)SCCS1 | 1 | 110 | -2 | -3 | 3 | -3 | 133 | 1.0 | 1
Cc1cc(Nc2ccc(Cl)cc2)nc(-c2ccccc2O)n1 | . | 103 | . | 1 | . | . | 101 | -0.7 | 3
NS(=O)(=O)c1ccc(CCNC/C=C/c2ccccc2)cc1 | 3 | 108 | -3 | 1 | 0 | 2 | 101 | 1.9 | 0
CCN(CC)S(=O)(=O)c1ccc2c(c1)N(CC(=O)NCc1ccco1)C(=O)CO2 | 0 | 90 | -3 | 6 | 1 | -7 | 99 | -1.7 | 4
Cc1cc(C)cc(N2CC(C)(C)C2=O)c1 | 3 | 90 | 4 | -2 | 5 | -1 | 91 | 0.0 | 0
CCc1nnc(NC(=O)C2CCN(C(=O)NC3CCCCC3)CC2)s1 | 3 | 106 | -4 | -7 | 4 | 6 | 106 | 0.7 | 0
CCN(CC)C(=O)COc1ccc(/C(C)=N/NC(=O)c2ccccc2O)cc1 | -2 | 104 | -1 | -7 | 8 | 25 | 104 | -0.4 | 1
O=S(=O)(Nc1ccccc1OC(F)F)c1ccc(S(=O)(=O)N2CCCC2)cc1 | . | 97 | 13 | 11 | 4 | 11 | 115 | . | 0
COc1ccc(Nc2nc(C(=O)NCCCN3CCOCC3)cs2)cc1 | -1 | 100 | 5 | -15 | 0 | -4 | 107 | -2.0 | 2
Cc1ccc(NC(=O)c2cc3cccc([N+](=O)[O-])c3[nH]2)cc1 | 0 | 93 | 6 | 1 | -2 | -5 | 99 | 2.8 | 1
COc1ccccc1CNC(=O)c1cc(-c2ccccc2)nn1CC1CC(c2cccnc2)=NO1 (centres undefined) | 0 | 103 | 3 | 15 | 9 | 8 | 87 | -0.9 | 3
COc1cc(C(C2C(=O)CC(C)(C)CC2=O)C2C(=O)CC(C)(C)CC2=O)ccc1OC(C)=O | -2 | 100 | -4 | 3 | -1 | -3 | 100 | 0.4 | 1
COc1ccc(NC(=O)C2CCN(C(=O)c3ccc(OC)cc3)CC2)cc1 | 3 | 94 | -2 | -14 | 6 | 0 | 105 | -0.8 | 0
CS/C(=C\[N+](=O)[O-])Nc1ccc(F)cc1 | -3 | 93 | -3 | 14 | 4 | 6 | 88 | -1.8 | 0
COc1ccccc1OCC(=O)Nc1nc2c(s1)CCCC2 | 2 | 112 | -3 | -6 | 4 | 4 | 97 | 2.5 | 3
CCOc1ccc(-n2c(C)c(C(C)=O)c3cc(OCC(N)=O)ccc32)cc1 | 0 | 94 | -2 | 4 | 1 | -1 | 104 | 2.8 | 0
COc1cc(/C=N/NC(=O)c2cc(C)oc2C)ccc1O | -1 | 106 | -5 | 2 | -3 | -5 | 98 | -1.9 | 1
Cc1ccc(CSc2ccc(-c3ccc4c(c3)OCO4)nn2)cc1 | 2 | 106 | 4 | -10 | 2 | 7 | 98 | 1.8 | 3
COc1ccc(NC(=O)COC(=O)CCc2ccccc2)c(OC)c1 | 0 | 97 | 0 | 16 | 3 | -1 | 94 | 1.0 | 0
Nc1ccc(-c2nnc(-c3ccc(-c4ccccc4)cc3)o2)cc1 | -4 | 107 | 3 | -22 | -1 | 6 | 97 | -2.0 | 2
